# Calpain2 inh – inhibitors of pig calpain II, primary screen, biochemical, fluorogenic peptide substrate, 1536-well; purified calpain II, 30 min; inhibition, % at 16 µM; AID 1236, 2008; hit rate 0.37% among 220,000;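 active = inhibition above about 50%, limit read from the data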
# TNF necrop inh – inhibitors of TNF-alpha triggered necroptosis, primary screen, cell-based, Jurkat FADD-/-, single concentration; Jurkat FADD-/- TNF necroptosis rescue, ATP luminescence, 24 h; 0 = TNF only, 100 = no-TNF cells; activation (protection from cell death), % at 10 µM; hit rate 0.068% among 220,000; AID 463075, 2010;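 active = activation, meaning protection from cell death, of at least 50% relative to plate controls; inactive = activation below 50%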;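 note: necroptosis triggered by 40 ng/mL TNF-alpha added together with compound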
# MDM2 E3 inh – MDM2-luciferase reporter signal enhancers, primary screen, MDM2 E3 ligase inhibitor project, cell-based, luminescence, 1536-well; E3 ubiquitin-protein ligase Mdm2 (Homo sapiens), Q00987; cell-based MDM2 ubiquitination luciferase reporter, 2 h; 0 = plate control, 100 = twice control, blank-subtracted; signal enhancement, % at 5 µM; hit rate 0.11% among 210,000; AID 1230, 2008;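 active = signal enhancement of 30% or more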;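 note: luminescence tracks abundance of the self-degrading MDM2-luciferase fusion protein; higher signal means inhibition of MDM2 E3 ligase activity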
#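 Material: stable MDM2–luciferase fusion reporter cells / Quantity: 2000 cells/well / Dosing: single 5 µM compound dose, 0.2% final DMSO / Buffer or medium: DMEM / Schedule: 4 h cell settling then 2 h compound exposure, 37 °C / Detection: luminescence with SteadyLite reagent, 15 min at room temperature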
# EBV gp42 block – Epstein-Barr virus gp42 inhibitors, primary screen, biochemical, uHTS, fluorescence polarization | inhibition, % (tested at 21.74 µM) | Fluorescence polarization binding assay, mP read-out | Glycoprotein 42 (Epstein-Barr virus (strain AG876)), Q1HVG2 | hit rate 0.42% among 220,000 | AID 1085, 2008; in the data active = inhibition above about 50%
# PERK inh – block of dimerizer-induced PERK translation repression, primary screen, PERK inhibitor project, CHO PERK-DD cells, SEAP luminescence, HTS; Eukaryotic translation initiation factor 2-alpha kinase 3 (Homo sapiens), Q9NZJ5; CHO PERK-DD fusion, SEAP luminescence translation reporter; inhibition, % at 5.6 µM; hit rate 0.17% among 220,000; AID 1416, 2008;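 active = inhibition above the mean inhibition of all tested compounds plus 3 SD, set separately per screening campaign, cut at about 2.9% in these data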;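 note: PERK kinase domain activated by AP20187 dimerizer at 100 nM; 0% = DMSO with dimerizer and 100% = rapamycin at 8.4 µM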
# Target sequence (Q9NZJ5 whole entry, looked up, the tested form may be a part): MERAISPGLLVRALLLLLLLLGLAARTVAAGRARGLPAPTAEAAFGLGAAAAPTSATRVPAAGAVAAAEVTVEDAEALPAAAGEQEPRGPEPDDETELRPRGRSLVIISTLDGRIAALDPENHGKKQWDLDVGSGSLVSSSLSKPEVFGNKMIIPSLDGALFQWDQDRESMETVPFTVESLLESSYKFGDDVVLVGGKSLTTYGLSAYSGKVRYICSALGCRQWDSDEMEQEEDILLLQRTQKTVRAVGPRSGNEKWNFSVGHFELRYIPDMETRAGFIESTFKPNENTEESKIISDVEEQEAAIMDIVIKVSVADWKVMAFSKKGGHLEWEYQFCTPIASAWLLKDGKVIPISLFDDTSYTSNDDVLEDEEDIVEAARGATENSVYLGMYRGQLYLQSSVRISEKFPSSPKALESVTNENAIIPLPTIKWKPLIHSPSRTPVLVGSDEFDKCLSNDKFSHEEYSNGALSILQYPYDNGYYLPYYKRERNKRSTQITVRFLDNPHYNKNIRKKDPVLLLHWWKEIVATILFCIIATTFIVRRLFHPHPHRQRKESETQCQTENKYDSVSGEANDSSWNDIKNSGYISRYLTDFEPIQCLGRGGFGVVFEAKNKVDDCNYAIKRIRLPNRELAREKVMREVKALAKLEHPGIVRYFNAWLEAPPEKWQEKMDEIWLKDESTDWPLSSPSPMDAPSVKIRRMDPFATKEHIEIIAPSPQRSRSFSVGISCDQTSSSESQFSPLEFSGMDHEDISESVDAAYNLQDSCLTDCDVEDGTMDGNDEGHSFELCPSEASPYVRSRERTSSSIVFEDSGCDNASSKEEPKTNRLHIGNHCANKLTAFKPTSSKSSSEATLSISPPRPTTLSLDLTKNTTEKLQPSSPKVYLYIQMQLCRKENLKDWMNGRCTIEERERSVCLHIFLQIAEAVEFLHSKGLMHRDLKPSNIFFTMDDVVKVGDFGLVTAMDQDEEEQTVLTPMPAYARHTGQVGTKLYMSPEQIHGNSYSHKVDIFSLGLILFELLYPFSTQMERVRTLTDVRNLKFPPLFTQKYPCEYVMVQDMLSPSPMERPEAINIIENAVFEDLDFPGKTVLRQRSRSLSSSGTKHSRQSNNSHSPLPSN
# Rad51 HR inh – human RAD51 strand exchange inhibitors, primary screen, biochemical, fluorescence. DNA repair protein RAD51 homolog 1 (Homo sapiens), Q06609. hRad51 DNA strand exchange, fluorescence dequenching. inhibition, % at 10 µM. hit rate 0.085% among 200,000. AID 1385, 2008;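 active = inhibition above 40% at the single screening dose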;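 note: 0% = DMSO control wells and 100% = blanks with heterologous ssDNA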
#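 System: human Rad51 nucleoprotein filaments preassembled on unlabelled ssDNA. Reagent: labelled 47-mer dsDNA for strand exchange. Schedule: 30-min compound preincubation and 15-min exchange, both room temperature. Measured by: FRET fluorescence dequenching, excitation 485 nm, emission 520 nm. Read-out: Fluorescence-based percent inhibition, control- and blank-normalised. Benchmarks: plate controls and plate blanks.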
# L929 necroptosis – inhibitors of zVAD-triggered necroptosis, primary screen, L929 cells. L929 zVAD necroptosis rescue, ATP luminescence, 24 h; with zVAD 60 µM. viability rescue, % at 10 µM. hit rate 0.38% among 220,000. AID 1377, 2008;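 active = activation, scaled between plate controls, above about 75%, limit read from the data; inactive = activation under that limit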;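 note: 0% = zVAD with DMSO and 100% = DMSO alone without zVAD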
# eIF4E 4G PPI – eIF4E–eIF4G protein interaction inhibitors, primary screen, biochemical, uHTS, TR-FRET, eIF4GI fragment; Eukaryotic translation initiation factor 4E (Mus musculus) + Eukaryotic translation …; TR-FRET eIF4E-eIF4GI(517-606) binding, 2 h; inhibition, % at 21.7 µM; hit rate 0.37% among 220,000;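 active = inhibition above about 30%, limit read from the data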;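 note: 0% = full FRET control wells and 100% = background wells lacking eIF4GI fragment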
# KCC2 mod – KCC2 cotransporter modulators, thallium flux, primary screen, cell-based, HEK293 KCC2, FluoZin-2 fluorescence, MLSMR. Solute carrier family 12 member 5 (Homo sapiens), Q9H2X9. KCC2 cells, thallium flux FluoZin-2 fluorescence. B-score of Tl+ flux slope (higher = more flux/activation; lower = inhibition) at 10 µM. hit rate 2.2% among 190,000. AID 1456, 2008;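 active = thallium flux slope and its plate-corrected score both differing from the plate sample mean at a set confidence after two filtering rounds, in either direction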;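 note: slope of fluorescence scaled to starting intensity during 10 to 20 s after thallium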
# An asterisk follows results filed as active; / = not tested or not shown; [ ] = another dose, or the depositor's remark.
cpd	compound	Calpain2 inh	TNF necrop inh	MDM2 E3 inh	EBV gp42 block	PERK inh	Rad51 HR inh	L929 necroptosis	eIF4E 4G PPI	KCC2 mod
1	CC(CNC(=O)C1CCCCC1)NC(=O)C1CCCCC1 (centres undefined)	-32	0.7	-8	-4	0.3	-12	2.2	5[fluorescence artefact?]	/
2	CCCc1c(C(=O)OCC)[nH]c2c1C(=O)CCC2	5	0.9	-28	-16	-0.1	-10	0.6	-3	0.066
3	CCCCCCN1CC(O)=C(c2nc3ccccc3[nH]2)C1=N	-25	3.0	4	-10	-0.7	0	4.3	1[fluorescence artefact?]	0.75
4	COCCOC(=O)C1=C(C)NC(=O)NC1c1cccs1 (centres undefined)	10	0.0	-9	-21	1.2	0	0.8	-3[fluorescence artefact?]	/
5	CC(C)C(c1nnnn1C(C)(C)C)N1CCN(c2cccc(Cl)c2)CC1 (centres undefined)	-37	1.1	-31	-8	-0.3	3	0.1	-8	-0.59
6	COc1ccc(CNC(=O)[C@H](C)NC(=O)C2CCN(S(=O)(=O)c3ccc(C)cc3)CC2)cc1	4	-0.6	6	-14	0.3	-11	1.1	-3	/
7	Cc1cccc(NC(=O)COc2ccccc2)c1	-4	1.0	-4	-7	0.7	0	0.2	-2	/
8	CN1C(=O)c2ccc(N(C)C)cc2C1=O	-7	-0.6	3	10	0.1	-9	-0.3	6	1
9	C=CCSc1nnc(-c2c[nH]c3ccccc23)n1CC	10	-0.6	-12	-37	0.7	-3	6.8	-1[fluorescence artefact?]	/
10	O=C(Nc1ccc(-c2cn3ccsc3n2)cc1)C1COc2ccccc2O1 (centres undefined)	7	-7.7	-16	10	-0.3	-7	1.1	1	0.21
11	CCn1cc(Cl)c(C(=O)Nc2ccc3c(c2)OCCO3)n1	-30	-1.1	-18	0	0.9	-3	7.4	-4	/
12	CCc1ccc(NC(=S)N(CCCN2CCOCC2)Cc2ccco2)cc1	-7	0.7	0	-5	1.4	4	-0.7	-2	-0.38
13	CC(=O)N1CCC(C(=O)Nc2nc(-c3ccccc3)ns2)CC1	-1	-0.6	-1	-15	-0.3	-4	0.2	-1	-0.17
14	CCOc1ccc(NC(=O)C2CCCN(C(=O)NCc3ccccc3)C2)cc1 (centres undefined)	-8	0.3	/	-12	-0.8	-3	-1.0	1[fluorescence artefact?]	-0.02
15	CC1=C(C(=O)OCC2CCCO2)C(c2ccc(F)cc2)NC(=O)N1 (centres undefined)	19	-0.2	-9	2	0.1	-5	-1.8	1	0.63
16	CCCC(=O)Nc1cccc(-c2cn3ccsc3n2)c1	21	-3.1	-7	1	-0.3	5	0.5	-5	-0.94
17	Cc1cc(C)nc(N/N=C/c2ccc3c(c2)OCCO3)n1	-14	5.7	-14	-14	0.4	2	14	-3	0.23
18	Cc1ccc(C(=O)NCCNS(C)(=O)=O)cc1	-9	2.4	-10	-8	1.2	4	1.1	-2	-0.024
19	O=c1c2ccccc2nc2c3ccccc3c(NCCN3CCOCC3)nn12	-127	-20	-11	-7	-0.9	-3	6.9	1	-0.087
20	CC(C)NC(=O)c1sc2c(c1C(=O)Nc1cccnc1)CCCC2	-19	1.7	-9	-5	-0.6	/	0.8	-1	-0.56
21	Cc1ccc(/C=N/NC(=O)c2nnn(-c3nonc3N)c2CSc2ccccc2)cc1	1	1.4	-6	-8	-0.1	2	0.8	-3	-0.25
22	CN(Cc1cccs1)C(=O)c1ccc(S(=O)(=O)N2CCCCC2)cc1	-9	2.4	-20	-15	-2.4	-5	0.2	0	-0.81
23	CC(=O)N1CCN(c2ccccc2NC(=O)c2cc(Br)ccc2Cl)CC1	15	-0.9	-7	-16	-1.2	4	-0.3	-12	/
24	CCN(Cc1cc(=O)n2cc(Cl)c(C)c(Cl)c2n1)Cc1nc2ccccc2c(=O)[nH]1	-66	-1.5	2	-16	-0.1	-10	-0.5	4	1
25	O=C(NCCc1ccccc1)c1ccc(OCCOc2ccccc2)cc1	-2	-0.2	-30	-5	0.8	/	1.4	4	/
26	O=C(Nc1ccc(Cl)cc1)N(CCCN1CCOCC1)Cc1cccs1	15	0.7	-13	-4	-0.5	-2	-0.3	-2	1
27	O=C1N(Cc2ccc3c(c2)OCO3)c2ccccc2C1(O)c1c[nH]c2ccccc12 (centres undefined)	11	-8.6	-15	8	-0.7	/	0.0	-12	/
28	COc1cc(NC(=O)C23CC4CC(C2)CC(n2cnc([N+](=O)[O-])n2)(C4)C3)cc(OC)c1	-3	1.1	5	-11	-0.5	0	-0.2	0	0.27
29	Cc1c(-c2ccccc2)sc(Br)c1C(=O)N1CCOCC1	32	0.2	-10	2	-0.6	-8	-0.5	/	-1.1
30	CC12CCC(C(=O)N3CCN(c4ccccc4)CC3)(CC1=O)C2(C)C (centres undefined)	8	-2.1	-20	-4	-0.9	-7	-0.4	-3	/

# Arranged by heavy-atom count (low to high): some entries from above
cpd	compound	Calpain2 inh	TNF necrop inh	MDM2 E3 inh	EBV gp42 block	PERK inh	Rad51 HR inh	L929 necroptosis	eIF4E 4G PPI	KCC2 mod
18	Cc1ccc(C(=O)NCCNS(C)(=O)=O)cc1	-9	2.4	-10	-8	1.2	4	1.1	-2	-0.024
7	Cc1cccc(NC(=O)COc2ccccc2)c1	-4	1.0	-4	-7	0.7	0	0.2	-2	/
1	CC(CNC(=O)C1CCCCC1)NC(=O)C1CCCCC1 (centres undefined)	-32	0.7	-8	-4	0.3	-12	2.2	5[fluorescence artefact?]	/
3	CCCCCCN1CC(O)=C(c2nc3ccccc3[nH]2)C1=N	-25	3.0	4	-10	-0.7	0	4.3	1[fluorescence artefact?]	0.75
13	CC(=O)N1CCC(C(=O)Nc2nc(-c3ccccc3)ns2)CC1	-1	-0.6	-1	-15	-0.3	-4	0.2	-1	-0.17
21	Cc1ccc(/C=N/NC(=O)c2nnn(-c3nonc3N)c2CSc2ccccc2)cc1	1	1.4	-6	-8	-0.1	2	0.8	-3	-0.25

# Further entries follow:
cpd	compound	Calpain2 inh	TNF necrop inh	MDM2 E3 inh	EBV gp42 block	PERK inh	Rad51 HR inh	L929 necroptosis	eIF4E 4G PPI	KCC2 mod
31	O=C(OC1CCOC1=O)c1cncc(Br)c1 (centres undefined)	-12	0.5	-11	3	-0.4	2	1.0	-2	/
32	O=[N+]([O-])c1ccc2c(c1)[nH]c(=S)n2-c1ccccc1	-6	-1.2	-2	-15	-0.9	3	4.8	8	/
33	CC(=O)N1CCc2cc(S(=O)(=O)CCC(=O)NCc3ccc4c(c3)OCO4)ccc21	-26	0.4	-8	1	-0.5	-5	2.1	4[fluorescence artefact?]	/
34	CC(=O)c1ccc(N2CCN(C(=O)CCCn3c(=O)[nH]c4ccccc4c3=O)CC2)cc1	-1	2.2	-17	-6	0.6	-44	2.6	3	-0.81
35	O=C(CCc1nc(-c2ccccc2F)no1)NCc1ccco1	-40	-0.7	-19	-22	-1.0	-4	0.8	1[fluorescence artefact?]	-0.045
36	CN(CC(N)=O)S(=O)(=O)c1ccc(F)cc1	-23	0.4	-11	-26	-0.4	-5	-0.7	/	-1.9
37	Cc1ccc(C(=O)CNc2cccc([N+](=O)[O-])c2)cc1	14	0.5	-7	23	1.1	-4	1.6	-2	0.29
38	CCS(=O)(=O)N1CCCC(c2nc(-c3cccc(OC)c3)no2)C1 (centres undefined)	0	1.3	-1	-6	0.2	-4	0.5	2	/
39	COc1ccc2c(c1OC)C(=O)c1ccccc1C2=O	-20	-1.0	-18	-14	-0.4	5	-0.7	4	0.99
40	COc1ccc(-c2nc(SCC(=O)Nc3cc(C)on3)n[nH]2)cc1	-58	-2.2	-7	-28	-0.7	-2	-0.1	-3	-2.3
41	CCOc1ccc2c(C)nc(NC3=NC(C)(C)C=C(C)N3)nc2c1	-38	-0.7	-5	-7	-1.1	2	0.1	0[fluorescence artefact?]	-0.25
42	Cc1ccccc1-c1ccc(Nc2ccc(N3CCOCC3)cc2)nn1	-44	-1.2	-10	-7	-0.5	-1	6.7	4[fluorescence artefact?]	/
43	Cc1ccc(C2CC(=O)Nc3sc(C(N)=O)c(N)c32)cc1 (centres undefined)	-40	14	-11	-16	1.6	-2	0.5	4[fluorescence artefact?]	-0.41
44	COc1ccccc1S(=O)(=O)Cc1ccc(C(=O)N2CCN(c3ccccn3)CC2)o1	-8	-5.8	-26	-27	-1.8	-2	0.3	-2[fluorescence artefact?]	-0.43
45	CCn1ccnc1CN1CCCC(CO)(Cc2cccc(OC)c2)C1 (centres undefined)	6	0.9	-9	6	-0.1	2	0.2	2	0.15
46	CCOC(=O)CSc1nnc(Cn2nnc(-c3ccccc3)n2)n1C	-12	-0.7	-8	-8	0.0	-2	0.5	6	-0.13
47	COc1cc(-c2nc(C)c(C(C)=O)n2O)ccc1OCC(=O)Nc1ccc(Cl)cc1	-76	1.1	-9	9	0.3	37	14	3	-0.45
48	Cc1cccc(C(=O)Oc2ccccc2C2C[C@]3(C)CC(=O)NC3N2C(=O)c2cccc(C)c2)c1 (some centres undefined)	-40	-2.5	1	-11	-1.8	-1	0.7	1	-0.74
49	CCCNc1nc2c(c(=O)[nH]c(=O)n2C)n1Cc1cccc(Br)c1	-13	-0.7	-25	-12	0.6	8	3.7	-11	-0.95
